Screens from PubChem BioAssay.
Epigenetic reg: derepresses silenced GFP reporter in murine cells. murine LDR cells, GFP reporter derepression, 30 h. Potency, µM (highest dose often 53.9 µM), inactives show at the highest dose GFP activation, most hits filed as activators. 280,000 tested, 0.2% active; also: potency is read from the fitted curve at half-maximal effect; % of control where 0% means no effect; nearly all actives have a fitted effect of over 60% in size
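In this reporter-derepression format, murine cells bearing a silenced integrated CMV-GFP locus incubate with test compound (30 h, 37 C), then are washed and imaged; fluorescent objects of 20–120 um count as induced cells.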
NPSR antagonist: antagonists of human neuropeptide S receptor cAMP signaling. CHO-NPSR cells, cAMP TR-FRET, antagonist mode. Potency, µM (doses to about 38.3 µM), without a hit: at the highest dose activity change, negative = inhibition, usual class: inhibitors. 220,000 tested, 1% active. Q6W5P4; also: potency is read from the fitted curve at half-maximal effect; % is scaled to controls: 0 for no effect and ±100 for the full control effect; nearly all actives have a fitted effect of over 50% in size; many of its hits are not listed in these tables
KinaseGlo FLuc: Kinase-Glo luciferase inhibition (counter-screen); AID 1379; 200,000 tested, 0.28% active; Potency, µM (doses to about 38.3 µM), inactives show top-dose activity change, negative = inhibition, hits mostly inhibitors; Kinase-Glo luciferase, ATP luminescence, 8 min; also: potency is read from the fitted curve at half-maximal effect; % is scaled to controls: 0 for no effect and ±100 for the full control effect; nearly all actives have a fitted effect of over 60% in size
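Luminescence was the read-out, taken after 8-minute incubation at ambient temperature. Luciferase turned over luciferin with 10 uM ATP in imidazole pH 7.2 buffer containing KCl, MgCl2, Tween 20 and BSA.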
HTT aggregate: mutant huntingtin aggregation inhibition. PC12 HttQ103-GFP aggregates, Acumen cytometry, 40 h. Potency, µM (titrated, usually from 46.1 µM), inactives show top-dose activity change, negative = inhibition, usual class: inhibitors. AID 1688. 220,000 tested, 1.1% active; also: potency is read from the fitted curve at half-maximal effect; % is scaled to controls: 0 for no effect and ±100 for the full control effect; nearly all actives have a fitted effect of over 60% in size
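Using laser scanning cytometry, GFP-positive aggregates were counted after lysis of PC12 cells induced with 100 nM tebufenozide to express HTT exon 1 Q103–GFP. Compounds were tested in titration.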
CBFb RUNX1 block: blocks binding between human CBF-beta and RUNX1; AlphaScreen CBFb-His/RUNX1-biotin binding, biochemical; Potency, µM (titrated, usually from 59.8 µM), inactives show at the highest dose activity, negative = inhibition, actives largely listed as inhibitors; 230,000 tested, under 10 active; AID 1477; also: % of control where 0% means no effect
Target sequence (Q01196 whole entry, looked up): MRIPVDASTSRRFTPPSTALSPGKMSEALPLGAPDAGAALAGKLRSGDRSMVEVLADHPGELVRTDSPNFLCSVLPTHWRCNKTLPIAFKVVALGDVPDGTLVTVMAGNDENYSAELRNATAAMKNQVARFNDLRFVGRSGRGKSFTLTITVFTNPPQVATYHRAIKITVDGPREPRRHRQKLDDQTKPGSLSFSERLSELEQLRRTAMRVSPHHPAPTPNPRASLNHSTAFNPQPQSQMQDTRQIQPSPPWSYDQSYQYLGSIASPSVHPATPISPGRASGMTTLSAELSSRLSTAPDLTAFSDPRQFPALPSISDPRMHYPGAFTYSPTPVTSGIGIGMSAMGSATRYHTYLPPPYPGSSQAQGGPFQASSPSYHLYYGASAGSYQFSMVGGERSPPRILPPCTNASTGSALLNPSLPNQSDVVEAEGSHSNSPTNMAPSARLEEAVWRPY
Target sequence (Q13951 whole entry, looked up): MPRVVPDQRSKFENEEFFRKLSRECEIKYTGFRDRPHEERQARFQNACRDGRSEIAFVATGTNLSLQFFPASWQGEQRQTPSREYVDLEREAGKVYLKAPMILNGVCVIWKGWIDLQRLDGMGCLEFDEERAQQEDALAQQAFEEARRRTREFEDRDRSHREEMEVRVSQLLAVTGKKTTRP
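Compounds were screened at multiple concentrations against a preformed CBF-beta(His)/RUNX1(biotin) complex (30 nM of each) for 15 min at room temperature, followed by 90 min with nickel and streptavidin beads and AlphaScreen reading.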
LMNA splice mod: LMNA splicing modulation; HeLa LMNA splicing GFP/RFP minigene ratio, 48 h; Potency, µM (titrated, usually from 46.1 µM), for the others: at the top dose ratio change, negative = inhibition, most hits filed as inhibitors; 200,000 tested, 0.01% active; active = well fitted inhibition curve with a large enough effect in the signal ratio, with a control signal flat, not every such curve was filed as active; inconclusive = small, poorly fitted or top-dose-only effect, or effect the other way, or a change in a side signal; the % refers to the signal ratio; also: potency is read from the fitted curve at half-maximal effect; % is scaled to controls: 0 for no effect and ±100 for the full control effect
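S3 HeLa stable clones carrying a lamin A-EGFP splicing minigene plus DsRed2 were seeded at 600 cells/well in Opti-MEM with 2% FBS, pin-dosed and incubated 48 h at 37°C. Acumen cytometry (488 nm) gave the GFP/RFP total-intensity ratio.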
IMPase Li inh: membrane-permeable IMPase blocker, potentiated with lithium. 210,000 tested, 0.35% active. CHO-M1 cells, IP1 TR-FRET (IP-One), carbachol + lithium. Potency, µM (doses to about 59.4 µM), without a hit: at the highest dose activity, negative = IMPase inhibition, hits mostly inhibitors;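 also: IP1 builds up when IMPase is blocked and the TR-FRET signal falls; potency is read from the fitted curve at half-maximal effect; plate controls were basal vehicle for no effect and high inhibitor control for full effect; nearly all actives have a fitted effect of over 50% in size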
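Concentration–response in CHO-M1 cells, lithium-potentiated; 30 min at 37C. IP1 detected by competitive TR-FRET after 10 min lysis at RT. Hill-fitted AC50.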
An asterisk follows results filed as active; ? = inconclusive; · = no result given; [ ] = dose if it differs, or a comment. Unless noted, calls follow the shape of the dose curve; as a rule, active = well fitted curve in the direction sought with a large enough effect; inconclusive = small, poorly fitted or top-dose-only effect, or another doubt; inactive = no such curve, though single readings can be large; an effect the other way counts as inactive or inconclusive. Only part of the results is shown (hit frequency here may not be typical).

1	CC(C)OC(=O)/C(=C\c1cccc2ccccc12)NC(=O)c1ccccc1
2	COc1cc(NC(=O)C2CCN(S(=O)(=O)c3cccnc3)CC2)cc(OC)c1OC
3	S=C1NC2(CCCC2)N=C1c1ccccc1
4	COC(=O)C1C2C=CC3(CN(c4cccc(Cl)c4)C(=O)C13)O2 (stereo not drawn)
5	O=C(/C=C/c1ccc(Cl)cc1Cl)N(Cc1ccc(Cl)cc1)C1CCS(=O)(=O)C1 (stereo not drawn)
6	CCN(C(=O)Nc1ccccc1OC)c1c(N)n(Cc2ccccc2)c(=O)[nH]c1=O
7	O=C(Oc1ccc2c(c1)CCC2)N1CCOCC1
8	CCOc1ccccc1N1CCN(Cc2c(C)n(C)n(-c3ccccc3)c2=O)CC1
screen / no.,1,2,3,4,5,6,7,8
Epigenetic reg,-1.1%,-1.0%,-1.1%,0.8%,-0.3%,2.7%,-0.8%,-1.4%
NPSR antagonist,-9%,-16%[46.1 µM],-2%,3%[46.1 µM],-33%,3%[46.1 µM],-4%[46.1 µM],0%
KinaseGlo FLuc,-2%,0%,1%,-1%,-5%,-2%,1%,2%
HTT aggregate,-7%,5%,-3%,13%,0%,6%,-19%,1%
CBFb RUNX1 block,4%,2%,-10%,6%,6%,1%,14%,5%
LMNA splice mod,-11%,5%,4%[46 µM],1%,?,-1%,19%,·
IMPase Li inh,10%,-17%[38.3 µM],0%,0%[38.3 µM],4%,5%[38.3 µM],-11%[38.3 µM],22%

9	O=C(CCN1C(=O)c2ccccc2C1=O)N1CCOCC1
10	CCN(CC)S(=O)(=O)c1cc(NC(=O)CCCOc2ccc(C(C)=O)cc2)ccc1C
11	CCCOc1ccc2c(=O)c(N3C(=O)c4ccccc4C3=O)c(C)oc2c1
12	CCOc1ccc(S(=O)(=O)Nc2nc3ccccc3nc2-n2ccc(=NC(=O)c3ccccc3C)cc2)cc1
13	Cc1ccc(S(=O)(=O)N(Cc2ccccc2)c2ccccc2C(=O)Nc2ccccc2C(=O)NCc2ccco2)cc1
14	CSc1sc(C)cc1C=O
15	N[C@@H](Cc1ccccc1)c1nnc(SC/C=C/c2ccccc2)o1
16	CC(=O)CCc1oc2ccc(NC(C)=O)cc2c1-c1ccc(C)o1
screen / no.,9,10,11,12,13,14,15,16
Epigenetic reg,-3.7%,1.1%,-1.1%,-0.4%,-1.6%,-2.4%,-0.3%,5.4%
NPSR antagonist,7%[46.1 µM],-18%,-10%[46.1 µM],?,-9%,11%,8%,-6%[46.1 µM]
KinaseGlo FLuc,2%,6%,-2%,·,0%,0%,·,0%
HTT aggregate,-7%,15%,15%,-21%[9.22 µM],14%,-1%,4%[9.22 µM],15%
CBFb RUNX1 block,6%,0%,-1%,-8%,0%,-2%,4%,1%
LMNA splice mod,-7%,?,8%,·,-12%,·,·,3%
IMPase Li inh,0%,10%,-29%[38.3 µM],·,11%,-6%,·,11%[38.3 µM]

17	COCc1cc(C)nc(OCC(=O)N/N=C/c2ccc(OC)c(OC)c2)c1C#N
18	Cc1ccc(S(=O)(=O)/C(C#N)=C/c2c(N3CCC(C(N)=O)CC3)nc3c(C)cccn3c2=O)cc1
19	CCC(=O)Nc1ccc(/C(C)=N/NC(=O)c2c(-c3ccccc3Cl)noc2C)cc1
20	Cc1ccccc1Cn1c(=N)n(CC(=O)c2ccco2)c2ccccc21
21	COC(=O)C1=C(C)Nc2nc3ccccc3n2C1c1cc(OC)c(OC)c(OC)c1 (stereo not drawn)
22	COc1ccc(OC)c(S(=O)(=O)Nc2ccccc2C)c1
23	CC(NC(=O)c1ccc(C(C)(C)C)cc1)C(=O)O (stereo not drawn)
24	O=S(=O)(NC(=S)NC1CCCCC1)c1cccs1
screen / no.,17,18,19,20,21,22,23,24
Epigenetic reg,0.0%,-3.8%,0.0%,-1.2%,1.2%,-1.1%,-1.6%,0.9%
NPSR antagonist,26%,?,-5%,9%[7.67 µM],16%,-11%[46.1 µM],-2%[46.1 µM],-4%
KinaseGlo FLuc,1%,-4%,-1%,0%,·,0%,2%,3%
HTT aggregate,5%,-20%,7%,?,20%[9.22 µM],7%,10%[9.22 µM],9%
CBFb RUNX1 block,-1%,0%,1%,-7%,10%,11%,-2%,9%
LMNA splice mod,-1%,3%,9%,-14%,·,-7%,6%,·
IMPase Li inh,4%,10%[38.3 µM],9%,4%[38.3 µM],·,34%[activator][38.3 µM],-8%[38.3 µM],7%

Entries shown so far with four or more nitrogen atoms (6):
6	CCN(C(=O)Nc1ccccc1OC)c1c(N)n(Cc2ccccc2)c(=O)[nH]c1=O
8	CCOc1ccccc1N1CCN(Cc2c(C)n(C)n(-c3ccccc3)c2=O)CC1
12	CCOc1ccc(S(=O)(=O)Nc2nc3ccccc3nc2-n2ccc(=NC(=O)c3ccccc3C)cc2)cc1
17	COCc1cc(C)nc(OCC(=O)N/N=C/c2ccc(OC)c(OC)c2)c1C#N
18	Cc1ccc(S(=O)(=O)/C(C#N)=C/c2c(N3CCC(C(N)=O)CC3)nc3c(C)cccn3c2=O)cc1
19	CCC(=O)Nc1ccc(/C(C)=N/NC(=O)c2c(-c3ccccc3Cl)noc2C)cc1
screen / no.,6,8,12,17,18,19
Epigenetic reg,2.7%,-1.4%,-0.4%,0.0%,-3.8%,0.0%
NPSR antagonist,3%[46.1 µM],0%,?,26%,?,-5%
KinaseGlo FLuc,-2%,2%,·,1%,-4%,-1%
HTT aggregate,6%,1%,-21%[9.22 µM],5%,-20%,7%
CBFb RUNX1 block,1%,5%,-8%,-1%,0%,1%
LMNA splice mod,-1%,·,·,-1%,3%,9%
IMPase Li inh,5%[38.3 µM],22%,·,4%,10%[38.3 µM],9%

Other records:
25	COc1ccc(/C=N/NC(=S)SC)cc1OC
26	COC(=O)c1cc(=O)n(Cc2ccco2)c(=Nc2ccc(F)c(Cl)c2)s1
27	COC(=O)c1cccc(/C=N/NC(N)=S)c1O
28	CCOC(=O)c1nn(-c2ccc(Cl)cc2)cc1O
29	COCCN(C(=O)CCc1ccc(OC)cc1)c1nnc(-c2ccncc2)s1
screen / no.,25,26,27,28,29
Epigenetic reg,1.1%,-0.4%,-0.2%,-1.0%,4.3%
NPSR antagonist,?,?,-16%,0%,35%
KinaseGlo FLuc,-1%,-2%,·,·,0%
HTT aggregate,0%,?,3%[9.22 µM],15%[9.22 µM],0%[9.22 µM]
CBFb RUNX1 block,-6%,-12%,-5%,10%,-8%
LMNA splice mod,?,?,·,·,·
IMPase Li inh,14%,16%[38.3 µM],·,·,7%
